Screens deposited in PubChem by National Center for Advancing Translational Sciences (NCATS).
mIDH1 inhibitor = qHTS for Inhibitors of mutant isocitrate dehydrogenase 1 (IDH1): qHTS; Isocitrate dehydrogenase [NADP] cytoplasmic (Homo sapiens), O75874; IDH1-R132H enzyme, NADPH consumption, diaphorase/resazurin fluorescence; Potency, µM (doses to about 76.6 µM), for inactives: at the top dose activity change, negative = inhibition, usual class: inhibitors; 390,000 compounds, 0.093% hits; note: potency is the fitted concentration of half-maximal effect; % is set by controls: 0 for no effect and ±100 for the full control effect; nearly all actives have a fitted effect of over 65% in size
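IDH1-R132H (0.5 ug/mL) preincubated 30 min with compound, then NADPH (0.016 mM) and alpha-KG (2 mM) added; 80 min at RT, pH 7.5. Remaining NADPH coupled via diaphorase/resazurin to fluorescence (540/590 nm); concentration-response curves normalized to no-enzyme control.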
D2 antag = HTS Assay for Allosteric Antagonists of the Human D2 Dopamine Receptor: Primary Screen for Antagonists; D(2) dopamine receptor (Homo sapiens), P14416; HEK293 TREx D2 cells, calcium flux, dopamine EC80; inhibition, % at 10 µM; 340,000 compounds, 2% hits; in the data active = inhibition above about 30%; note: 0% is about no effect
Target sequence (P14416 whole entry, looked up): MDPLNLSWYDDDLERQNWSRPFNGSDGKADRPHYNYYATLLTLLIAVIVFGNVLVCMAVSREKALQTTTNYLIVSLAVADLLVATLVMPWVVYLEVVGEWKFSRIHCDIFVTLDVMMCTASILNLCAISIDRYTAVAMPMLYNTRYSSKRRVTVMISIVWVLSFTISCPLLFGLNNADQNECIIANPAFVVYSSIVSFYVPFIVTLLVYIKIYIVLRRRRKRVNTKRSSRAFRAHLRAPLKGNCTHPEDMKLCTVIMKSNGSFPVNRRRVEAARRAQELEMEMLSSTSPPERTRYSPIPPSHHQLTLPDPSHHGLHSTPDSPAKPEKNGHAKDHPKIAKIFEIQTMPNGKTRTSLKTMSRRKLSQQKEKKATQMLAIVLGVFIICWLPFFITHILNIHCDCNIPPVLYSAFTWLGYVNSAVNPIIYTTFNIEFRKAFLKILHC
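Read-out: kinetic calcium fluorescence (1 cycle/s) in inducible HEK293 T-REx D2 cells after an EC80 dopamine addition that followed 180 s compound preincubation. Loss of the dopamine response indicates antagonism.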
TrxR1 substrate = qHTS Assay for Substrates of Mammalian Selenoprotein Thioredoxin Reductase 1 (TrxR1): qHTS | Thioredoxin reductase 1, cytoplasmic (Rattus norvegicus), O89049 | purified TrxR1 substrate turnover, NADPH consumption readout | Potency, µM (top dose mostly 114 µM), for the others: top-dose activity change, negative = substrate turnover | 390,000 compounds, 0.01% hits; note: potency is the fitted concentration of half-maximal effect; % is set by controls: 0 for no effect and ±100 for the full control effect; nearly all actives have a fitted effect of over 50% in size
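Rat TrxR1, dispensed at 90 nM, was prereduced with 400 uM NADPH (final) for 5 min at ~22 deg C, then incubated with compound 15 min before 400 uM selenite. A first-read NADPH fluorescence drop versus no-compound background flagged substrates.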
rTrxR1 inhibitor = qHTS Assay for Inhibitors of Mammalian Selenoprotein Thioredoxin Reductase 1 (TrxR1): qHTS | Thioredoxin reductase 1, cytoplasmic (Rattus norvegicus), O89049 | recombinant rTrxR1, NADPH fluorescence consumption, selenite substrate | Potency, µM (doses to about 114 µM), without a hit: at the highest dose activity change, negative = inhibition, hits mostly inhibitors | 390,000 compounds, 1% hits; note: potency is the fitted concentration of half-maximal effect; % is set by controls: 0 for no effect and ±100 for the full control effect; nearly all actives have a fitted effect of over 65% in size
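Rat TrxR1 (90 nM in the dispensed reagent) was pre-reduced with 400 uM NADPH for 5 min at room temperature, then incubated with compound for 15 min. After 400 uM selenite was added, NADPH fluorescence (Ex 340/Em 450 nm) was followed for 8 min.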
TRHR PAM = qHTS for Small Molecule Agonists and Allosteric Enhancers of Human TRH Receptor: Primary Screen for Enhancers. Thyrotropin-releasing hormone receptor (Homo sapiens), P34981. TRHR cells, fluo-8 calcium fluorescence, EC20 TRH enhancement. enhancement, % at 2 µM. 360,000 compounds, 0.66% hits. AID 493056, 2011; in the data active = enhancement above about 30%; note: 0% is about no effect
Target sequence (P34981 whole entry, looked up): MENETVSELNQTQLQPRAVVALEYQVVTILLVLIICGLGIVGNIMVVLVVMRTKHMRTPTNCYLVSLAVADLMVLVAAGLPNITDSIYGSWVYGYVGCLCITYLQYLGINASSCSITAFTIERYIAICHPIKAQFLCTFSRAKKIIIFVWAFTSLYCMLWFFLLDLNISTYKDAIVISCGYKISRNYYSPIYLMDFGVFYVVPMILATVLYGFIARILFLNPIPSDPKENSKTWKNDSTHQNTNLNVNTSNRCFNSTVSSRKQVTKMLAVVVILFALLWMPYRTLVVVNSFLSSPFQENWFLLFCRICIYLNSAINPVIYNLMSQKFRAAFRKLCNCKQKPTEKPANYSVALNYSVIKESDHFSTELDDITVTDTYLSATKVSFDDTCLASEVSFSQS
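TRHR-expressing cells loaded with fluo-8 calcium dye were read kinetically (ex 480/em 530) during compound addition, then stimulated with an EC20 of TRH (10 nM final). Enhancement of the Gq-mediated intracellular calcium response was scored.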
TRHR agonist = qHTS for Small Molecule Agonists and Allosteric Enhancers of Human TRH Receptor: Primary Screen for Agonists. TRHR cells, calcium flux fluo-8, FDSS agonist mode. activation, % at 2 µM. 360,000 compounds, 0.18% hits; in the data active = activation above about 30%; note: 0% is about no effect
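TRHR-expressing cells, plated overnight in medium with 10% serum, were loaded with fluo-8 calcium dye at room temperature. After a 10 s baseline, library compound was pin-added and calcium release was recorded kinetically (ex 480/em 530) as agonist response.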
PI4K2A inh = qHTS for small molecular inhibitors of PI4K2A; purified PI4K2A, ADP-Glo luminescence, 1 h; stronger effect = lower value; activity change, negative = inhibition, % at 76.9 µM; AID 1346378, 2018; 420,000 compounds, 0.13% hits; in the data active = activity change below about -50%; inconclusive = mostly about -30% to -49%;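 note: -100% = wells without enzyme as full effect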
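Compounds are screened against recombinant PI4K2A using PI as substrate and ATP, the latter dispensed at 300 microM. Reactions run one hour at ambient temperature before ADP-Glo detection; full inhibition defined by wells lacking enzyme.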
USP1-UAF1 inh = Inhibitors of USP1/UAF1: Primary Screen; AID 743255, 2014; Ubiquitin carboxyl-terminal hydrolase 1 (Homo sapiens), O94782; recombinant USP1/UAF1, Ub-Rhodamine cleavage fluorescence; 390,000 compounds, 0.23% hits; Potency, µM (top dose mostly 57.1 µM), without a hit: at the highest dose activity change, negative = inhibition, actives largely listed as inhibitors; note: potency is the fitted concentration of half-maximal effect; % is set by controls: 0 for no effect and ±100 for the full control effect; nearly all actives have a fitted effect of over 60% in size; inactives centre near -12
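Step one: compound is pinned into 1nM USP1/UAF1 in HEPES pH 7.8 buffer with TCEP. Step two: 15 min room-temperature incubation. Step three: Ub-Rho (150nM final) starts cleavage, tracked by fluorescence over six one-minute reads.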
D2 agonist = HTS Assay for Allosteric Agonists of the Human D2 Dopamine Receptor: Primary Screen for Agonists. 340,000 compounds, 0.53% hits. activation, % at 2 µM. HEK293 T-REx D2 cells, calcium flux agonist mode;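 active = activation over 3 SD above normal in the single-dose calcium agonist read, cut at about 30% in these data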; note: 0% is about no effect
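HEK293 Trex D2 cells, tetracycline-induced, o/n 30 C 5% CO2; no-wash Ca dye, RT 30–90 min; 10-cycle baseline, 23 nl cpd added, kinetic Ca read 180 s; agonist hits = positive Ca response.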
* = called active by the depositor; ? = inconclusive; · = not tested or not shown; & = joins results of further samples; [ ] = remark or other dose. Unless noted, calls come from the whole dose curve; as a rule, active = well fitted inhibition curve with a large enough effect; inconclusive = small, poorly fitted or top-dose-only effect; inactive = no such curve, though single readings can be large or run the other way.

compound,PI4K2A inh,D2 agonist,TRHR PAM,D2 antag,rTrxR1 inhibitor,TRHR agonist,USP1-UAF1 inh,TrxR1 substrate,mIDH1 inhibitor
Cc1ccc(-n2c(C)cc(C(=O)Cn3nc(C(=O)O)c4ccccc4c3=O)c2C)cc1,-13,1.3,-8,2,12%[57.1 µM],0.6,?,5%[57.1 µM],11%
NS(=O)(=O)c1ccc(NC(=S)N2CCc3ccccc32)cc1,3,-0.6,-1,2,0%,-0.1,-11%,-1%,-14%
CCc1nnc(NS(=O)(=O)c2ccc(NC(=S)NC(=O)/C=C/c3ccccc3)cc2)s1,9,-1.7,3,-2,-76%,-1.9,-11%,-14%,-18%
Cc1cccc(S(=O)(=O)Nc2ccc(C)c3c2OC(C)(C)C3)c1,5,-0.4,6,-13,6%,-1.0,-15%,-3%,34%[activator]
COc1ccc(OC)c(NC(=O)c2c(NCc3sccc3C)sc3c2CCCCC3)c1,1,0.3,-3,·,?,-0.2,-26%,6%[57.1 µM],0%
O=C(CCn1cccc1)Nc1ccccc1F,4,0.7,4,-6,-12%,0.0,-23%,-1%,7%
Cc1ccc(NS(=O)(=O)c2cc(C(=O)N3CCc4ccccc4C3)ccc2Cl)cc1,4,0.0,6,-12,15%,0.5,-7%,-6%,1%
COc1ccc(Cl)cc1NC(=O)CCNS(=O)(=O)c1cccc2nonc12,2,-0.1,-6,-12,11%,-0.9,-10%,0%,-8%
O=C(COC(=O)CCSc1ccc(Cl)cc1)Nc1ccc(F)cc1,3,-2.1,10,-9,6%,-0.8,-19%,-8%,4%
CCCCOc1cccc(C(=O)NC(=S)Nc2ccc(Cl)c(C(=O)O)c2)c1,-1,1.7,17,-14,-32%,0.2,-22%,1%,-4%
CC(C)(C)c1cc(CCC(=O)NNC(=S)NC(=O)c2ccccc2)cc(C(C)(C)C)c1O,3,·,1,·,?,16,-26%,-2%,4%
CN(Cc1cnn(C)c1)C(=O)C1CCC(=O)N(C2CCCCCC2)C1 (stereo unspecified),-2,1.2,0,3,-10%,1.0,-7%,-12%,2%
O=C(COc1ccc([N+](=O)[O-])cc1)NNC(=S)NC(=O)c1ccc(Br)cc1,2,0.5,1,0,?,0.1,-5%,-1%[57.1 µM],18%
O=C(CNS(=O)(=O)c1c(F)cc(F)cc1Br)OCC(=O)N1CCCC1=O,0,0.3,7,1,7%,0.6,-15%,0%,6%
COc1ccccc1NC(=O)CN1CCN(CC(=O)Nc2cc(C)ccc2OC)CC1,-2,0.2,-3,-14,9%,-0.2,-22%,1%,0%
Clc1ccc(CN(Cc2ccc(Cl)cc2)c2nn[nH]n2)cc1,-4,-0.1,13,-10,20%,-1.1,-9%,1%,-9%
Cc1ccc(-c2nnc(-n3ncc(C#N)c3N)c3ccccc23)cc1C,1,-1.2,1,4,-1%[57.1 µM],-0.6,-3%,2%[57.1 µM],-1%
Cc1nnc(N2CCN(c3ccccc3)CC2)c2c1nnn2Cc1ccc(F)cc1,-3,0.6,2,·,51%[activator],0.9,-12%,19%,7%
CC(=O)c1ccc(NC(=O)C2CC(=O)N(Cc3ccccc3)C2)cc1 (stereo unspecified),-1,0.2,4,-3,23%,0.0,-4%,5%,7%
CCc1ccc(NC(=O)C(=O)N/N=C(\C)CC(=O)NCc2ccc(Cl)cc2)cc1,-4,0.3,9,-17,?,0.4,-22%,2%,6%
Cn1nnc(NCc2cc(Br)ccc2OCc2cccs2)n1,-3,2.0,-8,-1,0%,-2.1,2%,0%,-5%
Cc1cccc(-c2nc(SCCCOc3ccc(Cl)c(C)c3)n3[nH]c(=O)cc3n2)c1,-2,0.6,5,·,14%[57.1 µM],0.3,2%,2%[57.1 µM],-2%
COc1ccc(-c2noc(-c3ccccc3OCC(=O)Nc3ccc(C(C)=O)cc3)n2)cc1,-3,-1.7,-5,·,10%,-0.4,-18%,-1%,-3%
Cc1nc2c(C)cccn2c(=O)c1NC(=O)COc1ccccc1,2,0.5,-7,5,-8%,0.0,-12%,-8%,3%
NC(=O)c1nnsc1-c1ccc(-c2snnc2C(N)=O)cc1,-2,1.7,-7,3,5%[57.1 µM],1.8,?,10%[57.1 µM],5%
CC(C)[C@H](NC(=O)OCc1ccccc1)C(=O)OCC(=O)c1ccccc1,1,·,·,·,16%,·,-15%,1%,4%
COc1ccc(NS(=O)(=O)c2cc(-c3cnc(C4CC4)o3)ccc2C)cc1,-1,-1.7,6,-30,19%,-0.5,-24%,0%,-2%
CC(=O)c1ccc(N2CCN(S(=O)(=O)c3ccc(-c4coc(C)n4)cc3)CC2)cc1,-9,0.7,-1,·,24%[57.1 µM],0.0,?,6%[57.1 µM],-6%
COc1ccc(-c2cn3c(C)c(C(=O)NC(C)(C)C)sc3n2)cc1,-7,0.2,-6,7,19%[57.1 µM],0.3,-21%,3%[57.1 µM],2%
C/C(=N\NC(=O)C(c1ccccc1)c1ccccc1)c1ccccn1,-4,-4.5,0,15,10%,-0.5,-13%,4%,-1%
COc1cccc(NS(=O)(=O)c2ccc3[nH]cc(C(=O)NC4CCCCC4)c(=O)c3c2)c1,-2,0.2,0,·,19%,0.5,-22%,-7%,-10%
COc1ccccc1C(=O)N/N=C(\C)CC(=O)Nc1ccc2c(c1)OCCO2,-3,-0.5,-5,14,-18%[57.1 µM],0.0,-9%,4%[57.1 µM],3%
CCS(=O)(=O)N1CCC(C(=O)NCc2ccco2)CC1,-6,0.8,4,13,12%,1.5,-16%,9%,-1%
CC(=O)NCCNC(=O)c1ccc(-n2c(C)ccc2C)cc1,-2,0.6,0,3,6%,0.5,-19%,1%,6%
O=C(Cn1nc(C(F)(F)F)c2c1CCCCC2)N1CCOCC1,4,0.9,1,-5,4%[57.1 µM],0.3,-2%,6%[57.1 µM],2%
COC(=O)c1cccc(NC(=O)CSc2nc3cccnc3n2C)c1,3,0.1,-7,15,-2%,-2.5,-18%,-2%,2%
COc1cc(O)c(C(CC(=O)N2CCCC(C)C2)c2cc(OC)c(OC)c(OC)c2)c(OC)c1 (stereo unspecified),-4,-0.2,-5,-16,-15%&-6%,-0.8,-1%,-12%&-7%,1%[38.3 µM]
COc1ccc(N(C(=O)c2snc(C(N)=O)c2N)C(C(=O)NC2CCCC2)c2cc(OC)ccc2OC)cc1 (stereo unspecified),-5,-0.6,4,-27,1%[57.1 µM],-0.3,-6%,15%,-3%
O=C(NC1CCCC1)C(c1ccccc1)N(Cc1ccc2c(c1)OCO2)C(=O)Cc1cccs1 (stereo unspecified),-9,-0.9,-5,-2,-9%,0.8,1%,-4%,1%
CC(CNC(=O)C1CCN(C(=O)c2cc3sccc3n2C)CC1)c1ccccc1 (stereo unspecified),1,-0.2,0,·,5%,-0.2,8%,1%,-4%
Cc1ccccc1C(=O)OC1CCCN(C)C1 (stereo unspecified),-1,1.9,-2,-7,4%,0.1,-7%,-4%,-3%
CCc1ccc(NC(=O)CCc2c(C)n(C)c3cc(-c4ccccc4C)nn3c2=O)cc1,-3,-0.3,-4,·,29%[57.1 µM],-0.4,-13%,4%[57.1 µM],7%

In the list so far, these contain bromine:
compound,PI4K2A inh,D2 agonist,TRHR PAM,D2 antag,rTrxR1 inhibitor,TRHR agonist,USP1-UAF1 inh,TrxR1 substrate,mIDH1 inhibitor
O=C(COc1ccc([N+](=O)[O-])cc1)NNC(=S)NC(=O)c1ccc(Br)cc1,2,0.5,1,0,?,0.1,-5%,-1%[57.1 µM],18%
O=C(CNS(=O)(=O)c1c(F)cc(F)cc1Br)OCC(=O)N1CCCC1=O,0,0.3,7,1,7%,0.6,-15%,0%,6%
Cn1nnc(NCc2cc(Br)ccc2OCc2cccs2)n1,-3,2.0,-8,-1,0%,-2.1,2%,0%,-5%
